FBPA coupling cs: counter-screen for Giardia aldolase inhibitors: coupling enzyme system. activity change, negative = inhibition, % at 58.2 µM, hits read low. actives 0.67% (n = 290,000). coupling enzyme system counterscreen, AmpLite Red fluorescence; in the data active means activity change below about -30%; further: on the % scale 0 is the no-effect control and ±100 the full control effect
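Compounds tested against the coupling enzymes alone at 57.5 uM final; readout was AmpLite Red fluorescence (525/598 nm) after 20 min at RT.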
AT treatment: potential ataxia-telangiectasia treatments restoring KAP-1 phosphorylation | Potency, µM (titrated, usually from 57.5 µM), without a hit: at the highest dose activation, most hits filed as activators | AID 485349 | […] A-T fibroblasts, KAP-1 phosphorylation AlphaLISA; neocarzinostatin DNA damage 30 min before lysis | actives 0.19% (n = 320,000); further: potency means the concentration at half of the fitted maximal effect; % of control where 0% means no effect; nearly all actives have a fitted effect of over 45% in size
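hTERT-immortalized A-T patient fibroblasts ([…]), 500 cells/well in OPTI-MEM, 1% FBS, got compounds for 60 min, then NCS for 30 min at 37C. Lysates were then assayed for phospho-KAP-1 by AlphaLISA (anti-pKAP1 donor, anti-KAP1 acceptor beads), 6 hr at 25C.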
KCNH2 WT inh: KCNH2 (human, wildtype) channel inhibition; U2OS, BacMam KCNH2, thallium flux FluxOr; hits give low values; activity change, % at 1.84 µM; Q12809; actives 0.37% (n = 340,000); AID 720551;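 active means maximum activity change below -70%; inconclusive means maximum activity change between -70% and -50%; inactive means maximum activity change above -50%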; further: on the % scale 0 is the no-effect control and ±100 the full control effect
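U2OS cells transduced with wild-type KCNH2 virus are loaded with FluxOr dye for 45 min, and thallium flux is measured in kinetic reads before and after stimulation buffer. Rate constants are normalized to DMSO controls.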
MBNL1-CUG inh: MBNL1-poly(CUG) RNA binding inhibition. AID 2675. Potency, µM (titrated, usually from 57.5 µM), without a hit: at the highest dose activity change, negative = inhibition, actives largely listed as inhibitors. TR-FRET MBNL1-His/biotin-(CUG)12 binding, 665/545 ratio. actives 0.036% (n = 280,000). Q9NR56; active means well fitted inhibition curve with a large enough effect in the signal ratio, with a control signal flat, not every such curve was filed as active; inconclusive means small, poorly fitted or top-dose-only effect, or effect the other way, or a change in a side signal; inactive means no such curve, though single readings can be large or run the other way; the % refers to the signal ratio; further: potency means the concentration at half of the fitted maximal effect; on the % scale 0 is the no-effect control and ±100 the full control effect
Target sequence (Q9NR56 whole entry, looked up): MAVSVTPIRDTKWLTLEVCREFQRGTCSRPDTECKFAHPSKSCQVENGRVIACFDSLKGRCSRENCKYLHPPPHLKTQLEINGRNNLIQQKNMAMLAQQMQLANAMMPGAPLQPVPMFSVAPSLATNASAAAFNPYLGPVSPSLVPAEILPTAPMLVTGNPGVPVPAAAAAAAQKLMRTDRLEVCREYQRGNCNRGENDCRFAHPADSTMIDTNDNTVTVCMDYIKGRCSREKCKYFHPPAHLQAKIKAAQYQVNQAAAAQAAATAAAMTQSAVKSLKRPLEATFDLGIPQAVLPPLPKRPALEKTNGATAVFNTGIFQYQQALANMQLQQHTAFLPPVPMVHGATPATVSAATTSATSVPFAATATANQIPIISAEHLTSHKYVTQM
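Compounds (final 92 nM to 58 uM) are added to His-tagged MBNL1 and biotin-(CUG)12, then terbium anti-His antibody and streptavidin-XL665 (5 nM final). After 60 min at room temperature, the 665/545 nm ratio is read.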
S-ASM inh: human S-ASM enzyme inhibition | AID 504937 | placental ASM, HMU-PC fluorogenic substrate, 60 min | P17405 | actives 0.006% (n = 340,000) | Potency, µM (doses to about 57.5 µM), inactives show at the highest dose activity change, negative = inhibition, usual class: inhibitors; further: potency means the concentration at half of the fitted maximal effect
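Fluorogenic HMU-PC substrate (9 uM final) is turned over by placental ASM in 60 min at 37 C after a 10 min compound preincubation. Reaction ended by alkaline stop (pH 10), with fluorescence read at 386/447 nm.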
MLL CXXC-DNA inh: MLL CXXC-DNA interaction inhibition. MLL-CXXC / FITC-HOXA9 DNA fluorescence polarization. Potency, µM (series often up to 115 µM), inactives show at the highest dose activity change, negative = inhibition, usual class: inhibitors. actives 0.037% (n = 290,000); active means well fitted inhibition curve with a large enough effect in the polarisation, with a control signal flat, not every such curve was filed as active; inconclusive means small, poorly fitted or top-dose-only effect, or effect the other way, or a change in a side signal; inactive means no such curve, though single readings can be large or run the other way; the % refers to the polarisation; further: potency means the concentration at half of the fitted maximal effect
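Purified MLL-CXXC (added from a 7 uM solution) was preincubated 5 min at ambient with pinned compounds in 50 mM Tris-HCl pH 7.5, 50 mM NaCl, 1 mM DTT, 0.05% BSA. Fluorescein-labeled HOX-A9 DNA (50 nM solution) followed, 30 min, then polarization read.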
a7 integrin act: activates integrin-mediated alleviation for muscular dystrophy; actives 0.064% (n = 350,000); alpha7betagal myoblasts, beta-gal FDG fluorescence, 48 h; Potency, µM (titrated, usually from 38.3 µM), inactives show at the highest dose activation, actives largely listed as activators;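 further: potency means the concentration at half of the fitted maximal effect; 100% = response of the positive control SU9516; nearly all actives have a fitted effect of over 60% in size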
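Alpha7betagal+/- myoblasts (passage 13) were plated 16-24 hr, then exposed to compounds (1:260 dilution of DMSO stock) for 48 hours at 37C. After MPER lysis, β-galactosidase reporter activity was read as FDG fluorescence (ex 480/em 540) after 30 minutes.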
TRPV1 ag: human TRPV1 agonism; Q8NER1; TRPV1-expressing cells, Fluo-8 calcium influx, agonist mode; activation, % at 8.33 µM; actives 0.19% (n = 320,000); AID 540275; in the data active means activation above about 80%; inconclusive means between about 30% and that limit; further: 0% is about no effect
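TRPV1-expressing cells were cultured overnight at 35.5C and loaded with Fluo-8 calcium dye for 40 to 90 min at room temperature. After a 10 s baseline, compound was added and calcium influx was read kinetically for 3 min (ex 480/em 520 nm).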
KCNH2 3.1 block: inhibitors of human KCNH2 3.1 potassium channel isoform. U2OS KCNH2 3.1, thallium flux FluxOr; hits give low values. activity change, % (tested at about 1.8 µM). actives 0.95% (n = 340,000);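 active means maximum activity change below -70%; inconclusive means maximum activity change from -70% to -50%; inactive means maximum activity change above -50%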;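 further: thallium influx rate constant from kinetic fluorescence after stimulation buffer; on the % scale 0 is the no-effect control and ±100 the full control effect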
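U2OS cells transduced with KCNH2 3.1 mutant virus (1.77 x 10^8 /mL, 4 h), plated overnight at 37 C, loaded 45 min with FluxOr dye plus Red40 quencher. Thallium flux rate constant from kinetic reads after stimulation buffer, normalised to controls.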
GALK inh: blocks human galactokinase activity | P51570 | Purified GALK, Kinase-Glo residual ATP luminescence | Potency, µM (top dose mostly 57.5 µM), for inactives: at the top dose activity change, negative = inhibition, actives largely listed as inhibitors | actives 0.007% (n = 270,000); further: potency means the concentration at half of the fitted maximal effect; on the % scale 0 is the no-effect control and ±100 the full control effect
Target sequence (P51570 whole entry, looked up): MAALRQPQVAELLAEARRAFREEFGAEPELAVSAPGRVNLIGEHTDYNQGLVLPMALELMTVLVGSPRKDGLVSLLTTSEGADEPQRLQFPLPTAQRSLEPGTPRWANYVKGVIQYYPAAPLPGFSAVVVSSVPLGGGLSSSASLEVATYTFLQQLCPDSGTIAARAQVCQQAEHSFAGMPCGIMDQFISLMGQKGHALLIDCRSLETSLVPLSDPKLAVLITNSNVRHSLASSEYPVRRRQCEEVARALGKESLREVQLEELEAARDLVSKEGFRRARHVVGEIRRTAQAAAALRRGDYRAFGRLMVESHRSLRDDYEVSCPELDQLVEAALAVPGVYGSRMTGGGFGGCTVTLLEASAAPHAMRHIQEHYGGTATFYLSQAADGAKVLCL
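Compounds were pin-transferred into ATP buffer (35 uM final), then GALK plus galactose (5 nM, 100 uM final) was added. After 1 h at room temperature, Kinase-Glo Plus was added and luminescence read after 10 min.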
The depositor's hits bear a star; ? = inconclusive; . = no result given; [ ] = another dose, or the depositor's remark. Unless noted, the call rests on the fitted dose curve; in most records, active means well fitted curve in the direction sought with a large enough effect; inconclusive means small, poorly fitted or top-dose-only effect, or another doubt; inactive means no such curve, though single readings can be large; an effect the other way counts as inactive or inconclusive.

SMILES	FBPA coupling cs	AT treatment	KCNH2 WT inh	MBNL1-CUG inh	S-ASM inh	MLL CXXC-DNA inh	a7 integrin act	TRPV1 ag	KCNH2 3.1 block	GALK inh
CC1=CC(C)(C)N2C(=O)C3(C(C#N)=C(N)Oc4cc(C)oc(=O)c43)c3cc(C)cc1c32 (stereo not drawn)	.	.	-5	.	0%	.	-13%	.	-8	.
NS(=O)(=O)c1ccc(NC(=O)/C=C/c2cccc(Cl)c2)cc1	-2	6%	.	-2%	-7%	33%[activator]	?	?	0	-3%
CCN(Cc1nc2cc(OC)c(OC)cc2c(=O)[nH]1)C(=O)c1ccc(S(=O)(=O)N(C)C)cc1	1	4%	-6	-2%	-2%	-3%	14%	-4	4	2%
O=C(N/N=C/c1cccc(Br)c1)C1CC(=O)N(c2ccccc2)C1 (stereo not drawn)	-16	-2%	7	14%	-1%	1%	-11%	2	-10	-1%
O=c1[nH]c(/C=C2\C=Nc3ccccc32)c(O)n1Cc1ccccc1F	-5	4%	0	15%	9%	4%	-20%	5	-7	-3%
Cc1ccccc1N1CC(C(=O)Nc2nnc(SCCN3CCOCC3)s2)CC1=O (stereo not drawn)	.	1%	32	2%	-2%	-12%	11%	-4	-12	-1%
CCN(CC)S(=O)(=O)c1csc(C(=O)NCc2ccccc2)c1	0	9%	6	5%	4%	4%	-20%	0	7	0%
CCOC(=O)N1CCN(C(=O)COc2cccc3c2CCN(CC)C3=O)CC1	0	1%	-13	2%	2%	-1%	18%	2	3	-4%
COc1cccc(N2CC(=O)N(NC(=O)CSc3nc(C)cc(C)c3C#N)CC2=O)c1	-2	-2%	-3	3%[11.5 µM]	3%	0%	1%	0	-1	.
CCOC(=O)c1nn(-c2ccc(OCC)cc2)c2nc(-c3cccc(OC)c3)c(C#N)c(=O)n12	-2	-5%	-30	1%	135%[activator]	-8%	5%	1	-26	2%
CCOC(=O)N1CCN(C(=O)CN(c2ccc(C)c(C)c2)S(=O)(=O)c2ccccc2)CC1	1	0%	0	-1%	5%	-1%	1%	5	-4	4%
NC(=O)c1nsc(C(=O)N(CCc2ccccc2)C(C(=O)NC2CCCC2)c2ccco2)c1N (stereo not drawn)	3	6%	3	-4%	185%[activator]	13%	30%	?	-10	-1%
OCC1(Cc2ccccc2)CCN(Cc2cccc(F)c2F)CC1	0	4%	13	-20%	1%	-4%	-14%	7	8	-3%
CCC(C(=O)NCc1ccco1)N(C(=O)CNS(=O)(=O)c1ccccc1)c1ccc(OC)cc1 (stereo not drawn)	-1	-2%	8	-10%	6%	?	0%	2	11	-5%
Cc1ccc(CNc2oc(-c3ccco3)nc2S(=O)(=O)c2ccccc2)cc1	-1	.	-4	-9%	-4%	18%	-39%	2	-4	-2%
CCCCc1cc(=O)oc2cc(C)cc(OCC(=O)Nc3ccccn3)c12	2	-5%	-3	-1%	1%	4%	20%	3	2	-1%
O=C(/C=C/c1ccc([N+](=O)[O-])cc1)NCCSCc1ccco1	2	-2%	9	.	-1%	2%	-22%	6	5	3%
Cc1nc(-c2ccccc2)sc1C1(C)CC(c2c(Cl)cccc2Cl)=NO1 (stereo not drawn)	-5	18%	-1	-3%	-3%	27%	-22%	6	27	-4%
Cc1cc(=S)c2ccccc2[nH]1	-24	9%	-7	15%	0%	-2%	-24%	-7	3	-1%
CCOC(=O)CSc1nc(N)c(C#N)c(-c2ccc(OCC)cc2)c1C#N	1	-1%	-1	?	3%	-6%	-26%	0	-10	-2%
Cc1nn2c(C)c(C(=O)Nc3ccccc3)cnc2c1C#N	-3	4%	5	0%	0%	-2%	1%	12	1	-1%
Cc1cc(Cl)ccc1NC(=S)NCc1cccs1	0	-6%	-21	-10%	-1%	3%	23%	25	3	0%
O=C(c1cc(COc2ccc(F)cc2F)on1)N1CC2C[C@@H]3CC1C[C@H](C2)C3	0	1%	-6	0%	0%	12%	0%	?	17	-7%
Cc1cc2nc3ccc(N(C)C)cc3nc2cc1N	.	.	-5	.	-8%	.	-21%	.	-9	.
CCCOc1ccc(C(=O)NNC(=S)NC(=O)c2cccs2)cc1	4	-8%	-3	4%	-8%	-3%	-17%	10	34	14%

Continuation:
SMILES	FBPA coupling cs	AT treatment	KCNH2 WT inh	MBNL1-CUG inh	S-ASM inh	MLL CXXC-DNA inh	a7 integrin act	TRPV1 ag	KCNH2 3.1 block	GALK inh
CC(Cn1cnc2ccccc21)C(=O)O (stereo not drawn)	-1	-1%	19	2%	2%	-3%	-5%	1	7	-4%
CC(=O)Nc1cn(C(C)=O)c(C)n1	4	-1%	.	10%	.	0%	.	-1	.	0%
CC(=O)Nc1nc(C2CC2)cc(-c2ccccc2)c1C#N	0	0%	9	5%	1%	-10%	-21%	0	-11	1%
Cc1ccc(/C=C2\SC(=S)N(CCC(=O)NNC(=O)c3ccc(O)cc3)C2=O)cc1	0	-3%	-4	8%	-5%	50%[activator]	-7%	1	0	1%
CS(=O)(=O)N(Cc1nc(-c2ccc(F)cc2)no1)c1ccccc1Cl	.	3%	-2	.	-16%	.	35%	-3	0	.
O=C(N/N=C/c1ccccn1)c1cc(-c2ccc(Cl)s2)[nH]n1	0	4%	-14	6%	0%	34%[activator]	8%	-3	-34	-3%
COc1ccc(C2C3=C(CCCC3=O)Nc3c(-c4ccccc4)c(C)nn32)cc1 (stereo not drawn)	-2	4%	-3	11%	242%[activator]	2%	2%	?	14	0%
COc1ccc(NC(=O)/C=C/c2ccccc2[N+](=O)[O-])c(OC)c1	-3	-6%	14	?	-4%	-5%	-15%	0	11	1%
COc1ccc(-n2cnc3c(cnn3CCC#N)c2=N)cc1	1	-4%	-1	2%	-4%	0%	-7%	0	6	1%
COc1ccc(CNC(=O)C(=O)N2CCC3(CC2)OCCN3S(=O)(=O)c2ccc(C)cc2)cc1	.	9%	0	.	1%	.	8%	5	6	.
O=Cc1cc(-c2ccccc2)[nH]c1-c1ccccc1	3	3%	5	37%[activator]	35%[activator]	-4%	4%	5	-9	3%
O=C(Nc1ccc(Cl)cc1)C1CCCN1C(=O)NCc1ccccc1 (stereo not drawn)	3	-7%	-4	-2%	0%	2%	?	-3	-2	-1%
Cc1cccc(-c2oc3ccccc3c2C#CCCO)c1	-4	?	.	-2%	0%	1%	-11%	16	.	.
S=C(NCc1ccccc1)NCc1ccco1	1	-1%	0	-6%	5%	0%	-17%	?	-2	-2%
O=C(O)C(c1ccccc1)C(O)C1CCCC1 (stereo not drawn)	.	.	21	.	5%	.	-5%	.	-5	.
CN(C)c1nc(OCCNC(=O)COc2ccccc2Cl)nc(N(C)C)n1	-9	-5%	0	?	7%	3%	?	-2	7	1%
O=C(NCCSCc1ccccc1)c1ccccc1	4	3%	1	-8%	0%	7%	5%	1	7	0%
O=C(O)c1cccc(NC(=O)c2ccc3c(c2)C(=O)N(c2cccc([N+](=O)[O-])c2)C3=O)c1	4	2%	-17	?	?	25%	9%	0	-6	.
O=C(CN1CCN(c2ccc(F)cc2)CC1)Nc1ccc2c(c1)OCCO2	0	-3%	5	1%	0%	6%	-14%	-1	0	4%
CSc1ccc(-c2c(C#N)c(N)nc3c2c(C)nn3-c2ccccc2)cc1	-1	13%	6	1%	39%[activator]	5%	21%	-1	-4	-2%
Cc1ccccc1CNC(=O)c1ccccc1C(=O)O	-3	.	-16	17%	3%	6%	1%	0	-10	1%
CCOC(=O)C(CC)Sc1nc2c(c(=O)[nH]c(=O)n2C)n1C/C=C(/C)Cl (stereo not drawn)	1	8%	16	17%	2%	20%	-4%	16	-4	0%
O=C(NC(=S)N1CCOCC1)c1ccc([N+](=O)[O-])cc1	-2	-1%	-8	?	8%	8%	21%	0	7	-1%
CC(=O)Oc1ccc(Cl)cc1/C=C/c1ccc2ccccc2n1	-7	7%	4	18%	19%	7%	-23%	18	-14	2%
CCN(CC)c1ccc(/C=C(/C#N)C(=O)NCc2ccccc2)o1	0	-12%	-6	?	-21%	2%	13%	?	.	0%
CC(=O)c1nn(-c2cccc(Br)c2)cc1C(=O)c1ccc(Br)cc1	2	.	-6	0%	-2%	-6%	6%	1	-8	0%
Cc1nc(SCn2nnc3ccccc3c2=O)c2c(C)c(C)sc2n1	1	14%	.	6%	.	-6%	.	0	.	2%
O=C(CN(Cc1ccccc1)C(=O)CNS(=O)(=O)c1ccc(F)cc1)NCc1ccco1	1	5%	1	0%	11%	5%	12%	8	5	1%

Source: PubChem (National Center for Advancing Translational Sciences (NCATS))
